Screening results (PubChem BioAssay)
Coupling enz: qHTS Assay for Inhibitors of Fructose-1,6-bisphosphate Aldolase from Giardia Lamblia: Coupling assay counterscreen; coupling enzyme system counterscreen, AmpLite Red fluorescence; activity change, negative = inhibition, % at 58.2 µM, hits read low; hit rate 0.67% among 290,000; AID 2472, 2010; in the data active means activity change below about -30%
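Coupling enzymes only (glyceraldehyde-3-phosphate) + compound, at 57.5 uM final, 10 min RT; add substrate/coupling/AmpLite Red mix, 20 min RT; fluorescence ex 525/em 598 nm. Actives flag coupling-system interference.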
GALK inh: qHTS Assay for Inhibitors of Human Galactokinase (GALK); P51570; Purified GALK, Kinase-Glo residual ATP luminescence; Potency, µM (top dose mostly 57.5 µM), without a hit: at the top dose activity change, negative = inhibition, most hits filed as inhibitors; hit rate 0.007% among 270,000; AID 1868, 2009; further: potency means the concentration at half of the fitted maximal effect
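The enzyme phosphorylates galactose (100 uM) using ATP (35 uM); inhibition is detected as higher residual ATP, quantified by bioluminescence after 1 h reaction at room temperature, pH 8.0.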
PKM2 act: qHTS Assay for Activators of Human Muscle isoform 2 Pyruvate Kinase | Pyruvate kinase PKM (Homo sapiens), P14618 | purified PKM2, Kinase-Glo ATP luminescence, activation; response scale: 0% is enzyme alone, no compound | Potency, µM (series often up to 57.5 µM), without a hit: top-dose activation, usual class: activators | hit rate 0.34% among 260,000 | AID 1631, 2009; further: potency means the concentration at half of the fitted maximal effect; nearly all actives have a fitted effect of over 55% in size
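Purified hPK-M2 (>95% pure) converted ADP (0.1 mM final) to ATP with 0.5 mM PEP in 50 mM imidazole pH7.2, KCl, MgCl2, Tween 20, BSA; 1 h at room temperature. ATP detected by Kinase-Glo luminescence.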
uPA generation: qHTS for Inhibitors of Cell Surface uPA Generation. hit rate 0.31% among 330,000. Potency, µM (highest dose often 38.3 µM), for the others: at the top dose activity change, negative = inhibition, most hits filed as inhibitors. cell surface uPA generation assay, qHTS; active means well fitted inhibition curve with a large enough effect; inconclusive means small, poorly fitted or top-dose-only effect; inactive means no such curve, though single readings can be large or run the other way; tested in mouse RAW 264.7 cells; further: potency means the concentration at half of the fitted maximal effect; nearly all actives have a fitted effect of over 55% in size
BCR signal inh: qHTS Assay to Find Inhibitors of Chronic Active B-Cell Receptor Signaling | hit rate 0.05% among 340,000 | ABC-DLBCL IkBa-CBG/CBR reporter, luminescence ratio, 4 h | Potency, µM (doses to about 46.1 µM), for the others: top-dose ratio change, negative = lower green/red ratio, hits mostly inhibitors; active means well fitted inhibition curve with a large enough effect in the signal ratio, with a control signal flat, not every such curve was filed as active; inconclusive means small, poorly fitted or top-dose-only effect, or effect the other way, or a change in a side signal; the % refers to the signal ratio;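 further: potency means the concentration at half of the fitted maximal effect; plate controls were basal doxycycline-induced cells for no effect and cells given 10 µM MG132 for full effect; MG132 reads +100%, hits lower the ratio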
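TMD8 human ABC-DLBCL cells with doxycycline-inducible IκBα–green luciferase fusion and unfused red luciferase, in 0.5% FBS medium; compounds up to 46 uM, 4 h at 37C. Green/red luminescence ratio, filter-overlap corrected, fitted to concentration-response curves.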
Giardia kill: Small Molecules that selectively kill Giardia lamblia: qHTS; activity change, % at 7.66 µM, hits read low; Giardia lamblia trophozoite viability; hit rate 0.15% among 340,000; AID 540267, 2011; in the data active means activity change below about -80%; inconclusive means between about -30% and that limit;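 further: parasites exposed to compound for two days anaerobically before the ATP read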
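Compounds were tested on trophozoites seeded at 100 cells/well and held 48 hrs at 37 deg C anaerobically. An ATP-based luminescent kit measured the remaining live cells.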
KCNH2 3.1 block: qHTS for Inhibitors of KCHN2 3.1: Mutant qHTS; Potassium voltage-gated channel subfamily H member 2, brain isoform KCNH2 3.1 (human); U2OS KCNH2 3.1, thallium flux FluxOr; stronger effect = lower value; activity change, % (tested at about 1.8 µM); hit rate 0.95% among 340,000; AID 720553, 2013;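 active means maximum activity change below -70%; inconclusive means maximum activity change from -70% to -50%; inactive means maximum activity change above -50%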;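 further: thallium influx rate constant from kinetic fluorescence after stimulation buffer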
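We transduce U2OS cells with the mutant 3.1 virus, culture them overnight, load FluxOr with Red40 quencher for 45 min, then add stimulation buffer and read kinetically for 2 min to derive a normalized rate constant.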
USP2a inh: qHTS Assay for Inhibitors of Ubiquitin-specific Protease USP2a Using CHOP2 as the Reporter; AID 463254, 2010; hit rate 0.01% among 330,000; USP2 core, Ub-CHOP2 coupled fluorogenic reporter, 485/531; Ubiquitin carboxyl-terminal hydrolase 2 (Homo sapiens), O75604; Potency, µM (highest dose often 38.3 µM), without a hit: top-dose activity change, negative = inhibition, usual class: inhibitors;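 further: potency means the concentration at half of the fitted maximal effect; plate controls were DMSO wells for no effect and full inhibition by NEM control for full effect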
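USP2 core (10nM final) preincubated 30min RT with compound in 20mM Tris-HCl pH 8.0, 2mM CaCl2, 2mM beta-mercaptoethanol, 0.05% CHAPS; 25nM Ub-CHOP2 plus 25nM reporter substrate added, fluorescence (Ex485/Em531) read after 60min.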
B2AR arrestin: qHTS assay of beta-arrestin-biased ligands of beta2-adrenergic receptor | Beta-2 adrenergic receptor (Homo sapiens), P07550 | beta-arrestin recruitment to beta2AR, cell-based reporter | Potency, µM (titrated, usually from 46.1 µM), for the others: at the highest dose activation, usual class: activators | hit rate 0.02% among 330,000 | AID 492947, 2010;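 further: potency means the concentration at half of the fitted maximal effect; 0% = DMSO controls and full agonism = EC100 isoproterenol or metaproterenol; nearly all actives have a fitted effect of over 65% in size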
Eya2 inh: qHTS Assay for Inhibitors of the Phosphatase Activity of Eya2 | Protein phosphatase EYA2 (Homo sapiens), O00167 | recombinant Eya2, OMFP fluorescence dephosphorylation (OMFP is methylfluorescein phosphate) | Potency, µM (titrated, usually from 76.9 µM), for inactives: at the highest dose activity, negative = inhibition, most hits filed as inhibitors | hit rate 0.006% among 330,000 | AID 488837, 2010; further: potency means the concentration at half of the fitted maximal effect
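Eya2 (0.2 uM) preincubated 10 min at ambient with compound, then OMFP substrate added at 50 uM; 10 min reaction in 50 mM HEPES pH 7.5, 50 mM NaCl, 5 uM MgCl2, 0.05% BSA, 1 mM DTT. Fluorescence read at Ex 485/Em 525 nm.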
hERG WT inh: qHTS for Inhibitors of KCHN2 3.1: Wildtype qHTS. Voltage-gated inwardly rectifying potassium channel KCNH2 (Homo sapiens), Q12809. U2OS, BacMam KCNH2, thallium flux FluxOr; stronger effect = lower value. activity change, % at 1.84 µM. hit rate 0.37% among 340,000. AID 720551, 2013;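 active means maximum activity change below -70%; inconclusive means maximum activity change between -70% and -50%; inactive means maximum activity change above -50%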
Target sequence (Q12809 whole entry, looked up): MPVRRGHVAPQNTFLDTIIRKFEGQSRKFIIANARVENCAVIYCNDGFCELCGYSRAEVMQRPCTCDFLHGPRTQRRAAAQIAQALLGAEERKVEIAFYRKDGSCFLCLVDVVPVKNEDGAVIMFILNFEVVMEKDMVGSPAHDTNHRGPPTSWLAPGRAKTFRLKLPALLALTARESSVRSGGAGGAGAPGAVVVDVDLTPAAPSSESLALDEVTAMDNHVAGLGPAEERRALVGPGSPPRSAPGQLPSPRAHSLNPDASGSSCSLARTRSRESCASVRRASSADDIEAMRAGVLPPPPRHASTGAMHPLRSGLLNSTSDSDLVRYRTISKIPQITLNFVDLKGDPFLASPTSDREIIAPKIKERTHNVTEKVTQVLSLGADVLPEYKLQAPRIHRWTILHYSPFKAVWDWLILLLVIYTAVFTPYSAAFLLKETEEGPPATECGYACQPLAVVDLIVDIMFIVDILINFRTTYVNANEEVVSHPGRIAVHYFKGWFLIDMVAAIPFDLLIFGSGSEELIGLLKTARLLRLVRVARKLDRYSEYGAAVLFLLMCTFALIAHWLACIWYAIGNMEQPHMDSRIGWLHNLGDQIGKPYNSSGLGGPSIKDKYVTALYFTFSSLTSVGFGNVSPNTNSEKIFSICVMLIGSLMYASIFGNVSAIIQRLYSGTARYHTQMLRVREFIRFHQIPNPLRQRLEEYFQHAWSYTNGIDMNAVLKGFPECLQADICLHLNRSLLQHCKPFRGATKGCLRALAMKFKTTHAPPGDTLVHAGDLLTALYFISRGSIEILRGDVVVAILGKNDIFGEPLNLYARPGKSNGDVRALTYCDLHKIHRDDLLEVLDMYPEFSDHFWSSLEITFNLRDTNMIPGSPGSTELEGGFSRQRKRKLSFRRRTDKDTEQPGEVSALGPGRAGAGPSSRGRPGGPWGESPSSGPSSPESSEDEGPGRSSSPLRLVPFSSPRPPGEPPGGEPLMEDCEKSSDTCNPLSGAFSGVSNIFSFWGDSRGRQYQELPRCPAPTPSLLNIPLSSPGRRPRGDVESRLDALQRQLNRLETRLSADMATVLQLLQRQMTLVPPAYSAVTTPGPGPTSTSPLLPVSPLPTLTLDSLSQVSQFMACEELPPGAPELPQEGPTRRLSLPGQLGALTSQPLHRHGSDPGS
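U2OS cells were transduced with wild-type KCNH2 virus (2.03 x 10^8 / mL) for 4 h at room temperature, then cultured overnight at 37 C. Thallium flux was read with FluxOr dye. Rate constants were normalized to DMSO controls.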
* = called active by the depositor; ? = inconclusive; . = no result given; [ ] = another dose, or the depositor's remark. Unless noted, the call rests on the fitted dose curve; in most records, active means well fitted curve in the direction sought with a large enough effect; inconclusive means small, poorly fitted or top-dose-only effect, or another doubt; inactive means no such curve, though single readings can be large; an effect the other way counts as inactive or inconclusive. Unless noted, on the % scale 0 is the no-effect control and ±100 the full control effect.

Structure,Coupling enz,GALK inh,PKM2 act,uPA generation,BCR signal inh,Giardia kill,KCNH2 3.1 block,USP2a inh,B2AR arrestin,Eya2 inh,hERG WT inh
Cn1c(SCC(=O)c2c(N)n(C)c(=O)n(C)c2=O)nnc1-c1ccccc1F,0,5%,8%,3%,5%,21,-15,0%,0.2%,4%,4
CC12CCC(C(=O)NC3CCCCC3)([C@H](Br)C1=O)C2(C)C (some centres not stated),-1,3%,-1%,11%,?,-1,14,0%,-0.4%,2%,2
CC(C)CCNC(=O)CN(C(=O)CCC(=O)Nc1ccccn1)c1ccc(F)c(Cl)c1,-11,7%,.,?,0%,1,-1,0%,0.4%,-8%,-11
C/C(=N\NC(=O)c1nnn(-c2nonc2N)c1CSc1ccccc1)c1ccco1,.,1%,.,-6%,0%,32[activator],-17,1%,0.1%,-4%,7
CCc1ccc(S(=O)(=O)Nc2cccc(-c3ccc4nnc(C)n4n3)c2)s1,.,.,.,0%,1%,-1,-7,0%,0.1%,23%,-7
O=C(O)CNC(=O)/C(=C/c1cccc([N+](=O)[O-])c1)NC(=O)c1ccco1,-1,.,1%,-5%,-1%,-8,1,2%,-0.1%,-6%,9
COc1cc(C)c(C(C)C)cc1S(=O)(=O)NCCCn1ccnc1,0,7%,-9%,-3%,7%,-7,14,1%,0.1%,-4%,4
CCc1ccccc1N(CC(=O)N1CCCCCC1)S(C)(=O)=O,3,-1%,-4%[11.5 µM],2%,0%,1,2,-1%,-0.1%,-9%,13
O=C(OCCCN1CCCC1)C1(c2ccccc2)CCCC1,1,-5%,4%,3%,?,-2,0,1%,-0.3%,1%,2
O=C(c1cc(Cl)ccc1F)N1CCCC(Nc2ccc3c(c2)OCCO3)C1 (configuration not stated),.,-6%,-1%,0%,0%,-15,18,6%,-0.4%,-4%,4
COc1ccccc1-c1n[nH]c(=S)n1Cc1ccco1,2,13%,0%,.,?,.,.,0%,0.1%,-3%,.
CCOc1cccc(C2/C(=C(/O)c3ccc4c(c3)CC(C)O4)C(=O)C(=O)N2Cc2ccncc2)c1 (configuration not stated),.,4%,.,4%,-3%,10,11,3%,-0.5%,-6%,0
O=C(N/N=C/c1ccc2c(c1)OCO2)C(=O)Nc1ccccc1,0,-6%,-1%,7%,-1%,-4,4,3%,-0.9%,3%,-1
COc1ccc(OC)c(S(=O)(=O)N(C)CC(=O)N2CCc3ccccc3C2)c1,-16,2%,-7%,6%,.,-11,3,.,.,.,1
Cc1ccc(CNC(=O)CSc2nc(C)cc(C)c2C#N)cc1,1,6%,-3%,0%,0%,4,5,0%,-0.1%,-8%,-12
N#CCCn1c2ccccc2c2nc3ccccc3nc21,1,1%,4%,-17%,10%,27,-14,1%,0.3%,3%,1
Oc1ccccc1CN1CCCC(N2CCN(c3cccc(C(F)(F)F)c3)CC2)C1 (configuration not stated),0,4%,-28%,2%,-1%,7,-13,-2%,0.0%,-3%,18
N#Cc1c(SCC(=O)N2CCCCC2)nsc1SCC(=O)N1CCCCC1,-1,0%,0%,0%,?,-3,-19,7%,-0.1%,-30%,-10
CCOc1ccc(NC(=O)CN2CCN(CC(=O)Nc3ccc(F)c(F)c3)CC2)cc1,-1,-2%,-3%,5%,-26%,7,-93*,1%,0.4%,-11%,-117*
Cc1ccc(S(=O)(=O)N2CCN(C(=O)c3cccs3)CC2)cc1,2,2%,5%,-3%,-5%,-14,-18,4%,-0.3%,-2%,4
COCCNC(=O)CN(C(=O)CCC(=O)Nc1ccccn1)c1ccc(C)c(C)c1,1,5%,-12%,0%,-1%,9,13,-1%,0.5%,8%,-1
COc1ccc(-n2c(SC(CN3CCCCC3)CN3CCCC3=O)nc3ccccc3c2=O)cc1 (configuration not stated),-19,-2%,-4%,0%,?,-3,-5,0%,0.1%,-4%,-9
O=C(NCc1ccc2c(c1)OCO2)Nc1ccc(F)cc1,-4,6%,0%,-4%,-13%,-9,-16,-1%,3.2%,-6%,-33
N#CCCN(C(=O)Nc1ccc(Cl)c(Cl)c1)c1ccccc1,0,.,5%,4%,?,3,7,-4%,-1.5%,6%,1
COC(=O)c1sccc1NC(=O)Nc1cc(OC)ccc1OC,1,0%,-5%,6%,?,23,-9,0%,0.3%,-3%,-4
Cc1ccc2[nH]c(C(=O)O)c(NC(=O)[C@@H]3C[C@@H]3c3ccccc3)c2c1,8,-3%,2%,4%,7%,-4,-14,0%,0.1%,8%,2
O=C(Nc1cccc(S(=O)(=O)N2CCCCC2)c1)C1CC1,.,.,.,-27%,-8%,-1,0,1%,-0.7%,10%,-1
Cc1cc(C)n(-c2ccc(C(=O)Nc3cccnc3)cc2)n1,3,6%,-3%,?,?,2,2,0%,-0.3%,7%,0
C=CCn1c(-c2ccccc2[N+](=O)[O-])n[nH]c1=S,0,-1%,12%,-1%,5%,-6,-10,2%,-0.2%,-18%,13
COc1ccccc1N1CCN(Cc2cc(=O)c(OCC#N)co2)CC1,.,-6%,.,3%,3%,-2,-3,2%,-0.1%,-7%,4
CC1CCCN(S(=O)(=O)c2cc(Cl)ccc2Cl)C1 (configuration not stated),-1,0%,-17%,-9%,14%,12,-5,-5%,0.1%,-19%,5
COCC(C)NC(=O)c1ccccc1OC(C)=O (configuration not stated),1,0%,-4%,3%,2%,4,2,5%,0.1%,3%,-6
O=C(COC(=O)c1cc(Br)ccc1Cl)NC1CC1,3,0%,11%,6%,-6%,12,2,3%,-0.8%,3%,-1
CCn1c(SCc2cccc(C(=O)O)c2)nnc1-c1ccccc1,9,1%,3%,10%,4%,-5,13,-1%,-0.3%,12%,0
CCOc1ccccc1NC(=O)N1CCCC1C(=O)Nc1nnc(CC)s1 (configuration not stated),1,0%,3%,5%,?,-11,-3,2%,-0.3%,-5%,-1
CCOc1ccc2nc(NC(=O)C3CCCN(S(=O)(=O)c4cccc5nonc45)C3)sc2c1 (configuration not stated),-5,1%,5%,-18%,17%,1,-11,3%,-1.2%,5%,33
COc1cccc(NC2=NCC(=O)N2Cc2cccs2)c1,0,3%,-12%,3%,-13%,27,3,3%,-0.2%,16%,0
CC[C@]12c3[nH]c4ccc(Cl)cc4c3CCN1C(=O)[C@@H](CC(=O)NCCN1CCOCC1)C[C@@H]2C(=O)N1CCN(C(=O)c2ccco2)CC1,.,.,.,16%,-2%,?,-2,1%,-0.3%,-30%,-11

Arranged by number of heavy atoms (falling): part of the list above.
Structure,Coupling enz,GALK inh,PKM2 act,uPA generation,BCR signal inh,Giardia kill,KCNH2 3.1 block,USP2a inh,B2AR arrestin,Eya2 inh,hERG WT inh
CC[C@]12c3[nH]c4ccc(Cl)cc4c3CCN1C(=O)[C@@H](CC(=O)NCCN1CCOCC1)C[C@@H]2C(=O)N1CCN(C(=O)c2ccco2)CC1,.,.,.,16%,-2%,?,-2,1%,-0.3%,-30%,-11
CCOc1ccc2nc(NC(=O)C3CCCN(S(=O)(=O)c4cccc5nonc45)C3)sc2c1 (configuration not stated),-5,1%,5%,-18%,17%,1,-11,3%,-1.2%,5%,33
CCn1c(SCc2cccc(C(=O)O)c2)nnc1-c1ccccc1,9,1%,3%,10%,4%,-5,13,-1%,-0.3%,12%,0
COc1cccc(NC2=NCC(=O)N2Cc2cccs2)c1,0,3%,-12%,3%,-13%,27,3,3%,-0.2%,16%,0
O=C(COC(=O)c1cc(Br)ccc1Cl)NC1CC1,3,0%,11%,6%,-6%,12,2,3%,-0.8%,3%,-1
